Assay outcomes as filed in PubChem BioAssay.
aSyn yeast rescue: rescues yeast growth from alpha-synuclein toxicity; AID 1347070; Potency, µM (series often up to 46.1 µM), for the others: at the highest dose growth rescue (activation), most hits filed as activators; actives 0.02% (n = 94,000); S. cerevisiae alpha-synuclein toxicity rescue, BacTiter-Glo growth, 24 h; active = well fitted activation curve with a large enough effect; also: 0% is about no effect
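Growth restoration measured by BacTiter-Glo luminescence after 24 hr at 30 deg C; alpha-synuclein yeast, raffinose-pregrown to mid-log, were added at OD600=0.02 in galactose medium onto pinned compounds.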
Active calls of the source: *; & = joins results of further samples; [ ] = remark or other dose. Potency is read from the fitted curve at half-maximal effect. Only part of the results is shown; rates above refer to the full screens.

SMILES	aSyn yeast rescue
COc1ccc(OC)c(NC(=O)C(C)n2c(=O)cc(C)c3c(C)nn(-c4ccccc4)c32)c1 (stereo unspecified)	8%
Cc1ccc(C(=O)NNC(=O)c2ccoc2C)s1	12%
COc1ccc(-c2cnc(C)o2)cc1S(=O)(=O)Nc1ccc(C)c(F)c1	2%
CN(C(=O)CCN1C(=O)/C(=C/c2ccc(F)cc2)SC1=S)C1CCS(=O)(=O)C1 (stereo unspecified)	9%
CCc1cccc(NC(=O)c2ccc3c(=O)n4nc(Nc5ccccc5OC)sc4nc3c2)c1	-8%
CCOC(=O)c1c(S(=O)(=O)N2CCCC(C(=O)N3CCN(c4ccccc4)CC3)C2)c(C)n(C)c1C (stereo unspecified)	-4%
Cc1ccc(O)c(NC(=O)C2=CC(c3ccco3)=NS(=O)(=O)N2C)c1	10%&-3%
COC(=O)c1cccc(NC(=S)Nc2cc(Cl)ccc2OC)c1	0%
COC(=O)C1=C(C)NC(=O)C1(NC(=O)c1ccccc1C)C(F)(F)F (stereo unspecified)	-61%[inhibitor]
COc1cc(NC(=O)CN(C)S(=O)(=O)c2ccc3[nH]c4c(c3c2)CCCC4)cc(OC)c1OC	1%
Cc1cccc(C(=O)NNc2ncnc3c2cnn3-c2ccc(C)cc2C)c1	-18%
COc1ccc(C2c3cc(OC)c(OC)cc3CC(=O)N2c2ccc(C)c(F)c2)cc1 (stereo unspecified)	-11%

3 structures from above, sorted by SMILES length, smallest number first.
SMILES	aSyn yeast rescue
COC(=O)c1cccc(NC(=S)Nc2cc(Cl)ccc2OC)c1	0%
COc1ccc(-c2cnc(C)o2)cc1S(=O)(=O)Nc1ccc(C)c(F)c1	2%
Cc1ccc(O)c(NC(=O)C2=CC(c3ccco3)=NS(=O)(=O)N2C)c1	10%&-3%

More entries
SMILES	aSyn yeast rescue
Oc1c(C(c2ccc(Cl)cc2)N2CCCC2)sc2nc(-c3ccco3)nn12 (stereo unspecified)	-8%
CC[n+]1c(C=C2C=C(C)OC(C)=C2)sc2ccccc21	-11%
Cc1ccc(S(=O)(=O)Nc2ccc(S(=O)(=O)N3CCOCC3)cc2)cc1[N+](=O)[O-]	-3%
CC(C)(C)OC(=O)N1CCC[C@H]1c1nnc(SCC(=O)Nc2cccc(Cl)c2)o1	5%
Cc1nnc(SCC2=C(C(=O)O)N3C(=O)C(NC(=O)Cn4nc(C(F)F)c(Cl)c4C)C3SC2)s1 (stereo unspecified)	-5%
Cc1cc(C)n(-c2ccc(C(=O)N3CCN(S(=O)(=O)c4ccc(Br)cc4Cl)CC3)cc2)n1	10%
COc1ccc(-c2cc(C)no2)cc1S(=O)(=O)Nc1c(C)cc(C)cc1C	26%
CCCc1nn2c(=O)cc(COC(=O)c3ccc(NC(=O)c4cccs4)cc3)nc2s1	7%
Cc1ccc(C(=O)NNC(=O)Cn2nnc3ccccc32)cc1	-1%
CCc1ccc(CNC(=O)Cn2nc(C)n3c(cc4cc(C)ccc43)c2=O)cc1	5%
COc1cccc(C(=O)Nc2ccc3nc(SCC(=O)N4CCc5ccccc54)sc3c2)c1	-9%
COc1ccc(CCC(=O)NCCc2csc(-c3ccc(F)cc3)n2)cc1	2%
COc1cc(OC)c(C(=O)O/N=C(\N)c2ccc(C)cc2)cc1OC	-19%
COc1ccc2oc(=O)c(C(=O)NCc3ccco3)cc2c1	-4%
CC1(C)CC(N2CCOCC2)=CC(=[N+]2CCOCC2)C1	-1%
COc1ccc(C(C)=O)c(OCC(=O)NCCC2=CCCCC2)c1	10%
CC(C)=CCN1CCN(Cc2cc(C(C)C)n[nH]2)CC1CCO (stereo unspecified)	0%
C[C@@H]1CCCCO[C@@H](CN(C)S(=O)(=O)c2ccc(Cl)cc2)[C@@H](C)CN([C@H](C)CO)C(=O)c2cc(N(C)C)ccc2O1	1%
COc1ccc2[nH]c(=O)c(C(c3nnnn3CC3CCCO3)N3CCCCC3)cc2c1 (stereo unspecified)	8%
COc1cc(C2C(=O)N(C3CCCCC3)CC(=O)N2C2CCCCC2)ccc1OC(C)C (stereo unspecified)	-14%
CCOC(=O)c1c(NC(=O)CCCOc2ccc(Cl)cc2)sc2c1CCC2	3%
O=C(Nc1ccc(-c2nc3cccnc3s2)cc1)c1ccc(Cl)nc1	3%
Cc1onc(-c2ccccc2Cl)c1C(=O)Nc1cccc(S(=O)(=O)NC2=NCCC2)c1	16%
COc1ccccc1/C=C/C(=O)Nc1ccc(N2CCOCC2)cc1	-8%
CCn1ncc([N+](=O)[O-])c1C(=O)n1nc(C)cc1C	7%
O=C(C=Cc1ccc2c(c1)OCO2)C1CC1	11%
Brc1ccc(-c2n(-c3ccccn3)c3ccccc3[n+]2-c2ccccn2)cc1	-7%
CCc1cccc(C)c1NC(=O)Cn1cc2c(n1)CCCC2	4%
Cc1ccc(C)c(N(C)C(=O)COc2cc(=O)n(C)c3ccccc23)c1	-23%
CC(C)(C)OC(=O)N1CCC(NC(=O)c2[nH]cnc2C(=O)Nc2ccccc2F)CC1	-12%
Cc1c(CCO)c(=O)n(-c2ccccc2)n1S(=O)(=O)c1ccc([N+](=O)[O-])cc1	4%
CCOc1ccc(CCNC(=O)C2CCCN(c3nnc(C)c4c(C)n(-c5ccccc5)nc34)C2)cc1 (stereo unspecified)	22%
CCN1CCCC1CN(Cc1cc2ccc(C)cc2[nH]c1=O)C(=S)Nc1ccc(OC)cc1OC (stereo unspecified)	4%
C/C(=N\OCC(=O)OCC(=O)NC(=O)c1ccccc1)c1ccc2c(c1)OCO2	3%
CC(=O)c1nnn(-c2ccc(F)cc2F)c1C	7%
COc1ccc(CCNS(=O)(=O)c2ccc(N3CCCCS3(=O)=O)cc2)cc1OC	-4%
Fc1ccc(C(c2nnc(-c3ccccc3)o2)N2CCN(c3cccc(Cl)c3)CC2)cc1 (stereo unspecified)	4%
Cc1ccccc1C(=O)NCCc1sc(-c2ccc(Cl)cc2)nc1C	-6%
Cc1ccc([C@H]2C[C@@H](O)[C@H](n3cc(-c4ccc(F)cc4)nn3)CN2C(=O)C2CCCCC2)cc1	1%
O=c1c2sccc2nc(SCc2cc(=O)n3cc(Cl)ccc3n2)n1Cc1ccccn1	6%
O=C(O)c1cc2nc3c(c(C(F)(F)F)n2n1)CCCC3	7%
Cc1nc2cccnc2nc1C	-10%
COc1cc(C2NCC(c3ccc(Cl)cc3Cl)c3c2[nH]c2ccccc32)cc(OC)c1OC (stereo unspecified)	-31%[inhibitor]
CN(C)c1ccc(C(CNS(=O)(=O)c2ccc(F)cc2F)N2CCOCC2)cc1 (stereo unspecified)	-10%
COc1ccc(-n2nc(C(=O)N(C)c3cc(Cl)ccc3OC)c3c4ccccc4n(C)c3c2=O)cc1	3%
Cc1ccc(C)c(CN2C(=O)c3ccccc3S(=O)(=O)c3ccc(C(=O)N(C)C4CCCCC4)cc32)c1	-3%
Cc1ccc(S(=O)(=O)Nc2nc3ccccc3nc2NCC2CCCO2)cc1 (stereo unspecified)	6%
CCc1ccc(-c2nn(-c3ccc(OC)cc3)c3c2cnc2ccc(OC)cc23)cc1	-11%
CC(C)CN(CC(C)C)c1nnc(NC(=O)Nc2cccc(C(F)(F)F)c2)s1	-10%
O=C(Nc1ccc2oc(-c3cccnc3)nc2c1)c1ccc(-c2cccc(OC(F)(F)F)c2)o1	10%
CSc1ncc(Cl)c(C(=O)N(Cc2ccc(N(C)C)cc2)Cc2ccco2)n1	-1%
COc1ccc(NS(=O)(=O)c2ccc3[nH]c(=O)[nH]c3c2)cc1OC	-2%
O=S(=O)(c1ccc(-c2cc(C(F)(F)F)on2)s1)N1CCN(c2ccccc2)CC1	-6%
CC1CCN(C2CCN(S(=O)(=O)c3ccc(C(F)(F)F)cc3)CC2)CC1	-8%
COC(=O)C[C@H]1C[C@H]2c3cc(NS(=O)(=O)c4ccc(OC)cc4)ccc3O[C@H]2[C@H](CO)O1	5%
O=C(Nc1ccccc1)c1ccc(=O)n(Cc2cccc(Cl)c2)c1	11%
CCOC(=O)N1CCN(C(=O)CN(c2ccccc2F)S(=O)(=O)c2ccc(C)cc2)CC1	-6%
CC(C)C(=O)c1cc2c(cc1NC(=O)c1ccccc1F)OCCO2	-2%
COc1ccc(-c2c3c(=O)n(C)c(=O)n(C)c3cn2-c2ccc(O)cc2)cc1	4%
CCc1ccc(C(=O)c2cn(CC(=O)Nc3cccc(OC)c3)c3ccc(OC)cc3c2=O)cc1	15%

6 entries from above, with bars between the fields.
Molecule | aSyn yeast rescue
Cc1nc2cccnc2nc1C | -10%
COc1cc(C2NCC(c3ccc(Cl)cc3Cl)c3c2[nH]c2ccccc32)cc(OC)c1OC (stereo unspecified) | -31%[inhibitor]
CN(C)c1ccc(C(CNS(=O)(=O)c2ccc(F)cc2F)N2CCOCC2)cc1 (stereo unspecified) | -10%
COc1ccc(-n2nc(C(=O)N(C)c3cc(Cl)ccc3OC)c3c4ccccc4n(C)c3c2=O)cc1 | 3%
Cc1ccc(C)c(CN2C(=O)c3ccccc3S(=O)(=O)c3ccc(C(=O)N(C)C4CCCCC4)cc32)c1 | -3%
Cc1ccc(S(=O)(=O)Nc2nc3ccccc3nc2NCC2CCCO2)cc1 (stereo unspecified) | 6%

(next part)
SMILES	aSyn yeast rescue
CC(=O)Nc1ccc(S(=O)(=O)NCCS(=O)(=O)N2CCN(c3ccccc3F)CC2)cc1	-3%
CCCCn1nc(C(=O)N(CC(C)C)c2c(N)n(CCCC)c(=O)[nH]c2=O)c2ccccc2c1=O	3%
CCCc1nc(SCc2cccnc2)c2c(=O)n(C)c(=O)n(C)c2n1	1%
COc1ccc(NC(=O)C(c2ccc(C)cc2)N(C)C(=O)/C=C\c2ccc3c(c2)OCO3)cc1 (stereo unspecified)	8%
CCOc1ccc(/C=C/c2nc(C#N)c(Nc3ccc(OCC)cc3)o2)cc1	1%
COc1ccc(C(=O)Nc2cccc(-c3ccc(N4CCOCC4)nn3)c2)cc1	6%
O=C(NC1CC(=O)N(c2cccc(F)c2)C1)c1ccc2c(c1)OCO2 (stereo unspecified)	6%
Cc1ccc(CNC(=O)CN(C(=O)N2CCN(C)CC2)S(=O)(=O)c2ccc(C)cc2)cc1	5%
Cc1cccc(NC(=O)CSc2nc(=O)n(Cc3ccco3)c3c2CCC3)c1C	5%
COc1ccc(Cc2nc3ccc(C(=O)NCCc4ccc(OC)c(OC)c4)cc3o2)cc1	-8%
COc1cc(/C=N/Nc2ccccn2)cc(OC)c1O	-18%
Cc1nc2nc(NC(=O)C(C)C)[nH]n2c(=O)c1Cc1ccccc1	-9%
COc1ccc(Nc2cc(C)nc3nc(C)nn23)c(OC)c1	-5%
CCOC(=O)/C(C#N)=C/C1=C(N2CCOCC2)CC(C)(C)OC1	10%
C#CCSc1nc2sc3c(c2c(=O)n1-c1cccc(OC)c1)CCN(C(C)=O)C3	12%
O=C(NNC(=S)NC(=O)c1ccc(F)cc1)c1cccnc1	11%
COc1cc(NC(=O)C(Cc2ccccc2)n2cccc2)cc(OC)c1 (stereo unspecified)	11%
O=C(CSc1ccccc1F)OCC(=O)N1CCN(C(=O)c2ccco2)CC1	-8%
CCC1CN(C(=O)N2CCC(C(=O)NCCc3ccc(OC)c(OC)c3)CC2)c2ccccc2O1 (stereo unspecified)	0%
C/C(=N\NC(=S)Nc1ccccc1C)c1cc2ccccc2o1	-4%
O=C(O)c1nn(CCOc2cccc(Br)c2)c(=O)c2ccccc12	0%
CCc1nnc2c(Nc3ccccc3Br)nc3ccccc3n12	-3%
C=CCn1c(COc2ccc(F)cc2)nnc1SCC(=O)NC1CC1	-5%
Cc1c(C(=O)Nc2ccc(N3CCOCC3)cc2)cccc1[N+](=O)[O-]	-6%

Part of the list above, set out differently:
SMILES | aSyn yeast rescue
CCc1nnc2c(Nc3ccccc3Br)nc3ccccc3n12 | -3%
O=C(O)c1nn(CCOc2cccc(Br)c2)c(=O)c2ccccc12 | 0%
C=CCn1c(COc2ccc(F)cc2)nnc1SCC(=O)NC1CC1 | -5%

A few values from the list.
aSyn yeast rescue, CCc1nnc2c(Nc3ccccc3Br)nc3ccccc3n12 : -3%
aSyn yeast rescue, Cc1c(C(=O)Nc2ccc(N3CCOCC3)cc2)cccc1[N+](=O)[O-] : -6%
aSyn yeast rescue, O=C(NNC(=S)NC(=O)c1ccc(F)cc1)c1cccnc1 : 11%
aSyn yeast rescue, CCC1CN(C(=O)N2CCC(C(=O)NCCc3ccc(OC)c(OC)c3)CC2)c2ccccc2O1 (stereo unspecified) : 0%
aSyn yeast rescue, O=C(O)c1nn(CCOc2cccc(Br)c2)c(=O)c2ccccc12 : 0%

Continuation.
SMILES	aSyn yeast rescue
O=C(NCC1CCCO1)C(Cc1ccccc1)N1C(=O)C2C3C=CC(C4CC34)C2C1=O (stereo unspecified)	0%
Cc1c(-c2ccccc2)c(=O)oc2c(CN3CCCC3)c(O)ccc12	-3%
COc1cc(Cl)c(C)cc1NC(=O)Cn1c(C)c2cnn(-c3ccccc3)c(=O)c2c1C	-5%
COC(=O)c1cc(-c2ccc(S(=O)(=O)N3CCCC(C)C3)cc2)c(C(F)(F)F)s1 (stereo unspecified)	-4%
COc1ccccc1C(c1c(O)nc(SC)[nH]c1=O)c1c(O)nc(SC)[nH]c1=O	5%
CCCCC(=O)N1c2ccccc2C(C)(c2ccccc2)CC1(C)C (stereo unspecified)	-4%
CCCn1c(CCC(=O)Nc2cccc(C)c2C)nc2cccnc21	-13%
Cc1ccc(OCc2nc3ccccc3n2Cc2ccccc2Cl)cc1	13%
Cc1ccc(CN2CCc3nc(N4CCN(c5ccccc5F)CC4)ncc3C2)s1	-8%
COc1cccc(N2CCN(C(=O)c3ccc4nc(N5CCCCC5)sc4c3)CC2)c1	15%
CCOc1ccc(/C=C/c2nc(C#N)c(N3CCC(C)CC3)o2)cc1	-2%
CCc1ccc(NC(=O)CN2C(=O)c3ccccc3Sc3ccc(C(=O)N4CCCC4)cc32)cc1	0%
Cc1ccc(CNS(=O)(=O)c2cc3c(cc2C)N(C)CCO3)cc1	1%&0%
C[C@@H]1CN([C@@H](C)CO)C(=O)c2cc(C#Cc3ccccc3)cnc2O[C@@H]1CN(C)Cc1ccccn1	-4%
COc1ccccc1CCNC(=O)C(=O)NCC(c1cccs1)S(=O)(=O)c1cccs1 (stereo unspecified)	-1%
